# Hck-Nef inh: inhibitors of Nef-activated human Hck kinase, primary screen, biochemical, Z-Lyte FRET, 384-well, Hck-YEEI; Tyrosine-protein kinase HCK (Homo sapiens), P08631; Recombinant Hck-YEEI plus Nef, Z-Lyte FRET kinase assay; inhibition, % at 20 µM; 220,000 tested, 0.68% active;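 active = Hck-Nef kinase inhibition above about 50%, limit read from the data; inactive = inhibition below that limit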;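 also: 0% = DMSO with Hck plus Nef and 100% = Hck alone without Nef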
# Target sequence (P08631 whole entry, looked up): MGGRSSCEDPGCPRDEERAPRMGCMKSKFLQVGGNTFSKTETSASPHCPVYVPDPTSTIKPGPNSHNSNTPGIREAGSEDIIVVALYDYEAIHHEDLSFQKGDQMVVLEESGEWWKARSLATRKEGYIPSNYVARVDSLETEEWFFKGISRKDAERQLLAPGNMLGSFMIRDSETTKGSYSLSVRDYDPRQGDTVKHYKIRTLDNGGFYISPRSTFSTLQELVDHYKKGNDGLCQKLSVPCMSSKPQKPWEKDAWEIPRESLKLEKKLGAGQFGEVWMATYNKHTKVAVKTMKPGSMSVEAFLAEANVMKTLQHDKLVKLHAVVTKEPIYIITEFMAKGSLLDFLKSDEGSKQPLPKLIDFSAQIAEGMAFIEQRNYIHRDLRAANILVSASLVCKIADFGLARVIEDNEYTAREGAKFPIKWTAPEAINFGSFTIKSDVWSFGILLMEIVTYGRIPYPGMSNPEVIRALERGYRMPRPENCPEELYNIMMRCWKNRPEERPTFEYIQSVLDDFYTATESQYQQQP
# 14-3-3 Bad inh: inhibitors of 14-3-3 zeta/Bad binding, primary screen, biochemical, TR-FRET, bovine 14-3-3 zeta. inhibition, % at 21.7 µM. TR-FRET 14-3-3zeta/Dy647-pBad peptide displacement, 1 h. AID 781, 2007. 220,000 tested, 0.71% active. 14-3-3 protein zeta/delta (Bos taurus), P63103;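 active = inhibition above about 70%, limit read from the data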;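 also: 0% = full 14-3-3 plus peptide FRET controls and 100% = background without 14-3-3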
# Target sequence (P63103 whole entry, looked up): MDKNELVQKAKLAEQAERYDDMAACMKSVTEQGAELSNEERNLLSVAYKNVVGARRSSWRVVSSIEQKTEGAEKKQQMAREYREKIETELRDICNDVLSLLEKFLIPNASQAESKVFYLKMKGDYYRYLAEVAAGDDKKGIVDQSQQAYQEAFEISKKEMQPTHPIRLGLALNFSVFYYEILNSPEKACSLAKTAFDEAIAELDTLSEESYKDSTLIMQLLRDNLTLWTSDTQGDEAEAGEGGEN
# EBV gp42 block: Epstein-Barr virus gp42 inhibitors, primary screen, biochemical, uHTS, fluorescence polarization. Fluorescence polarization binding assay, mP read-out. inhibition, % (tested at 21.74 µM). 220,000 tested, 0.42% active. AID 1085, 2008; in the data active = inhibition above about 50%
# Target sequence (Q1HVG2 whole entry, looked up): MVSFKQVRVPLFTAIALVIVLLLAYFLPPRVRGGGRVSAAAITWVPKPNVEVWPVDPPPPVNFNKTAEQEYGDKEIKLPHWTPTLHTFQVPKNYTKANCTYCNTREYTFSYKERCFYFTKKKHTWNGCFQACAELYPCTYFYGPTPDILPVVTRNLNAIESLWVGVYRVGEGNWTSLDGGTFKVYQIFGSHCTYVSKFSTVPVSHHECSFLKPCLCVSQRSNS
# zVAD death inh: inhibitors of zVAD-triggered necroptosis, primary screen, L929 cells; L929 zVAD necroptosis rescue, ATP luminescence, 24 h; with zVAD 60 µM; viability rescue, % at 10 µM; 220,000 tested, 0.38% active;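 active = activation, scaled between plate controls, above about 75%, limit read from the data; inactive = activation under that limit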;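 also: 0% = zVAD with DMSO and 100% = DMSO alone without zVAD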
# Mdm2 ligase inh: MDM2-luciferase reporter signal enhancers, primary screen, MDM2 E3 ligase inhibitor project, cell-based, luminescence, 1536-well; cell-based MDM2 ubiquitination luciferase reporter, 2 h; 0 = plate control, 100 = twice control, blank-subtracted; 210,000 tested, 0.11% active; AID 1230, 2008; E3 ubiquitin-protein ligase Mdm2 (Homo sapiens), Q00987; signal enhancement, % at 5 µM;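 active = signal enhancement of 30% or more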;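 also: luminescence tracks abundance of the self-degrading MDM2-luciferase fusion protein; higher signal means inhibition of MDM2 E3 ligase activity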
#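 System: stable MDM2–luciferase fusion reporter cells / Input: 2000 cells seeded into each well / Schedule: 4 h settle plus 2 h compound, 37 °C / Compound: single-point 5 µM / Buffer or medium: cells held in DMEM / Benchmarks: control and blank well means / Evaluation: percent signal gain over controls, blank-subtracted / Measured by: luciferase luminescence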
# NCF1 inh: p47phox/p22phox peptide binding inhibitors, primary screen, biochemical, uHTS, NADPH oxidase regulatory subunit. Neutrophil cytosol factor 1 (Homo sapiens), P14598. fluorescence polarization, 2 h. inhibition, % at 24.7 µM. 220,000 tested, 0.53% active. AID 1274, 2008;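 active = inhibition above about 30%, limit read from the data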;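 also: 0% = p47phox with labelled peptide and 100% = labelled peptide alone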
# Runt-SMMHC FRET: inhibitors of RUNX1 Runt–CBFb-SMMHC binding, primary screen, biochemical, FRET, Cerulean-Runt, Venus-CBFb-SMMHC, uHTS. inhibition, % at 20 µM. Cerulean-Runt/Venus-CBFb-SMMHC FRET ratio 530/480, 1 h. Runt-related transcription factor 1 (Homo sapiens) + Core-binding factor subunit beta …. 220,000 tested, 0.74% active;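 active = mean inhibition across duplicate retests at 20 µM reaching about 50%, limit read from the data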;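 also: 0% = DMSO wells and 100% = wells with excess untagged CBFb-SMMHC; inhibitors lower the FRET ratio by blocking Runt binding to CBFb-SMMHC; some results filed as inactive read as strong as hits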
# Runt-CBFb FRET: inhibitors of RUNX1 Runt–CBFb binding, primary screen, biochemical, FRET, Cerulean-Runt, Venus-CBFb, uHTS | Runt-related transcription factor 1 (Homo sapiens) + Core-binding factor subunit beta … | Cerulean-Runt/Venus-CBFb FRET ratio 530/480, 1 h | inhibition, % at 20 µM | 220,000 tested, 0.46% active | AID 1496, 2009;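 active = inhibition over about 50% at 20 µM in the single-dose screen, limit read from the data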;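 also: 0% = DMSO wells and 100% = excess unlabeled CBFb competitor control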
#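 Doses: 20 µM compound in 1% DMSO | Material: Cerulean-labeled Runt domain protein | Amount: Each fluorescent fusion protein 100 nM | Schedule: Two 1 h room-temperature incubations shielded from light | Measured by: FRET fluorescence | Evaluation: Loss of energy transfer signal | Controls: Unlabeled CBFb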
# Tb hexokinase: Trypanosoma brucei hexokinase 1 inhibitors, primary screen, biochemical, G6PDH-coupled NADH absorbance, MLSCN library; recombinant TbHK1, G6PDH-coupled NADH A340; inhibition, % at 10 µM; 220,000 tested, 0.11% active;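 active = inhibition of 50% or more in the single-dose primary screen; inactive = inhibition below 50%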
# Active calls of the source: *; x = not tested or not shown; & = joins results of further samples; [ ] = remark or other dose.
SMILES,Hck-Nef inh,14-3-3 Bad inh,EBV gp42 block,zVAD death inh,Mdm2 ligase inh,NCF1 inh,Runt-SMMHC FRET,Runt-CBFb FRET,Tb hexokinase
O=C(Cn1c2ccccc2c(=O)c2ccccc21)N/N=C/c1ccc(N2CCCC2)c([N+](=O)[O-])c1,37,98*[fluorescence artefact?],74*,0.1,-7,29,133*,76*,-26
Cc1ccc(/C=N/Nc2ccc(Cl)nn2)cc1,23,-6,-3,-1.0,x,-10,1,4,-19
O=C(O)CCCN1C(=O)/C(=C\c2ccco2)SC1=S,23,4,-2,-0.8,-1,-13,14,34,-4
COc1cccc2c(=O)c(C(=O)O)c[nH]c12,3,9,-15,-0.8,16,0,-7,0,-18
CC1(C)CC2(CC(c3ccccc3)c3ccc(O)cc3O2)NC(=S)N1 (centres undefined),21,-10,-13,0.7,1,-4,-3,4,-2
Cc1cc(C)cc(NC(=O)C(=O)NCCc2c[nH]c3ccccc23)c1,17,-8,-9,0.8,-1,1,4,3,5
CC(C)N(C(=S)NCc1ccccc1)c1ccccc1,5,-4,-4,0.6,1,-18,-2,3,3
COC(=O)Cc1ccc(NC(=S)NCc2ccco2)cc1,13,-2,-6,-0.3,-6,-11,0,7,-3
O=C(O)CC1S/C(=N/N=C/c2ccc(-c3ccc(Cl)c([N+](=O)[O-])c3)o2)NC1=O (centres undefined),119*,-11,9,3.6,-5,-10,24,38,-12
COc1cccc(C(=O)C2CCCN(C(=O)c3ccc(C#CC(C)(C)O)cc3)C2)c1 (centres undefined),18,0,-3,13,2,-4,2,-1,-9
N#CC1=C(SCC(=O)NC2CCCCC2)NC(=O)CC1c1ccco1 (centres undefined),1,6[fluorescence artefact?],-18,0.4,6,-17,-7,4,3
COc1ccc(N(C(=O)c2cccnc2)S(=O)(=O)c2ccccc2)cc1,1,4,-11,0.8,-19,2,0,1,-7
O=C(Cn1cnc2c(nnn2Cc2ccc(F)cc2)c1=O)NCc1ccco1,0,7,-14,-0.4,-20,8,4,1,5
Cc1ccc(-n2ncc3c(N4CCN(c5ccc(F)cc5)CC4)ncnc32)c(C)c1,1,2,-1,0.5,-5,4,1,0,2
CCN(CC)C(=O)Oc1ccc(NC(C)=O)cc1,0,9,-1,0.2,-14,-7,4,0,1
CC(=O)c1cc(C(C)=O)c(C)nc1C,7,-5,-19,-0.1,-8,-9,4,2,-4
Cc1ccc(Nc2c([N+](=O)[O-])ccc3c2=NC2(CCCCC2)N=3)cc1,2,-8,-4,0.7,-20,24,-2,2,-3
O=C1N=C(N2CCOCC2)S/C1=C\c1ccccc1OS(=O)(=O)c1ccccc1,21,-2,0,0.4,5,0,-1,1,-43
C=C(C)c1cccc(C(C)(C)NC(=O)NCc2ccc(OC)cc2)c1,3,-19[fluorescence artefact?],-2,2.2,-5,5,2,0,-2
COc1ccc2c(c1)c(C(=O)N/N=C/c1ccc(O)c(O)c1)c(C)n2C,4,-17[fluorescence artefact?],1,1.1,-3,-6,6,11,-34
O=c1cc(N2CCCCC2)[nH]c(=O)n1C1CCCCC1,13,25,-17,-0.2,-9,-13,-6,2,-4
Cn1c(=O)[nH]c2cc(Cl)cnc21,-1,18,63*,0.8,-8,10,7,4,0
Cc1cc(C)cc(-n2c(C)cc(C(=O)CSc3nnnn3C)c2C)c1,0,9,-8,0.0,-4,-8,3,-3,-4
CC(C)(C)OC(=O)N1CCC(c2cc(=O)n3[nH]c(-c4ccc(Cl)cc4)cc3n2)CC1,-1,2,-18,0.9,-8,-6,7,4,-3
COCCn1c(SCC(=O)N2CCc3ccccc3C2)nc2cc(Cl)ccc2c1=O,7,1,-12,1.4,-6,-15,-5,-5,33
Cc1ccc2nc(/C(C#N)=N/O)[nH]c2c1,1,2,-1,-0.2,-1,-26,0,2,-38
CN=C(NC#N)SCC(=O)c1ccc(Cl)cc1Cl,1,5,-12,0.5,-12,-10,1,-2,-31
C#CCNC(=O)C1=C[C@@H](c2ccc(Br)cc2)C[C@@H](OCc2ccc(CO)cc2)O1,17,1,0,1.7,x,x,-1,-3,-10
Oc1c(C(c2ccccc2)N2CCN(Cc3ccccc3)CC2)sc2ncnn12 (centres undefined),-1,15,-13,0.7,2,5,4,2,-8
CCOc1cc(C(=O)Nc2ncn[nH]2)cc(OCC)c1OCC,2,-12,-5,1.4,7,7,1,-4,2
COc1ccc(-c2c(=O)n(OCc3ccccc3[N+](=O)[O-])c3ccccc3[n+]2[O-])c(OC)c1,-15,-6,0,-1.2,-15,6,-4,1,-3
COc1cc(/C=C(\C#N)c2nc3ccccc3s2)ccc1OCC(=O)Nc1ccccc1,15,0[fluorescence artefact?],-88,1.1,6,-178,-73,-128,-6
O=C(C1CC1)N1CCN=C1SCc1cccc(F)c1,-3,3[fluorescence artefact?],-1,4.6,-16,-13,0,1,8
Cc1ccc(Nc2nc(C3CC3)cs2)cc1,0,3,2,3.3,-18,-10,0,4,2
CCOc1ncccc1C(=O)Nc1nnc(C(CC)CC)s1,0,-7,-1,0.8,-5,-1,0,-2,-6
CCOC(=O)N1CCC(NC(=O)Cn2c3ccccc3c3cn[nH]c(=O)c32)CC1,-11,6,-26,2.4,-32,-1,1,2,6
COc1ccc(Cl)cc1NC(=S)N(Cc1ccccc1C)CC1CCC(C(=O)O)CC1 (centres undefined),-10,4,-7,0.1,-7,-5,-4,-6,-10
CN1CC(=O)N(CC(=O)Nc2ccc(F)cc2)c2ccccc2C1=O,2,2,-2,-0.2,2,-9,1,-2,-1
Cc1cc(C)n(-c2nnc(C)n2NC(=O)c2cccc(Cl)c2)n1,8,-2[fluorescence artefact?],-11,-0.3,-6,-2,-2,-1,3
Cc1cc(C)n(-c2nc(Nc3ccccc3C(F)(F)F)nc(-n3nc(C)cc3C)n2)n1,7,-3,-1,-0.6,-4,-65,-2,-1,2
CCOC(=O)C1=C(N)Oc2c(c(=O)[nH]c3ccccc23)C1c1ccccc1 (centres undefined),-1,3,-2,0.3,-18,2,0,1,-7
CC1CC(C(F)(F)F)n2nc(C(=O)O)cc2N1 (centres undefined),2,-14[fluorescence artefact?],-1,-0.2,-7,-8,-2,1,-4
CCN(CC)CCCN1C(=O)C(=O)/C(=C(/O)c2ccc3c(c2)OCCO3)C1c1ccco1 (centres undefined),6,6,-20,1.3,-6,-17,-3,-1,-26
Cn1c(SCC#N)nnc1-c1cccnc1,6,3,-10,0.0,-3,-5,-1,-2,-1
Cc1ccc(NC(=O)c2ccc(CNc3c(N4CCC(C)CC4)c(=O)c3=O)cc2)cc1,17,-4,-13,0.6,-6,-6,0,-2,-8
O=C(O)C1CC(c2ccccc2)=NO1 (centres undefined),0,11[fluorescence artefact?],-25,0.0,-21,-9,-10,-1,-5
CCC(C)[C@H](NC(=O)NCC1CCCO1)C(=O)OC (some centres undefined),2,-3,-5,-0.6,6,1,-2,-1,0
CC(=O)N(c1ccccc1C)S(=O)(=O)c1ccc(Cl)cc1,7,-6,-12,1.1,-13,4,1,0,-1
Cc1ccc(N2C(=O)CC(Sc3ncn[nH]3)C2=O)cc1 (centres undefined),0,10[fluorescence artefact?],-15,0.5,-4,-11,5,4,2
CCCc1ccc(OCc2ccc(C(=O)N3CCN(c4ccccn4)CC3)o2)c(OC)c1,1,3,-7,-0.1,-4,-17,-3,3,5
Cc1cc(SCC(=O)O)nc2ccccc12,14&18,-4&-3,-8&-8,1.0&1.7,-11&1,-14&9,-5&4,1&0,-19&-7
Cc1ccc2c(c1)c(C)c(C)n2CC(O)CN1CCOCC1 (centres undefined),8,31[fluorescence artefact?],2,0.7,x,-72,-11,-2,-7
Cc1ccc(C(=O)N/C(=C/c2ccco2)C(=O)Nc2cccc(C)c2)cc1,2,-8,-19,-0.2,4,-27,4,6,-32
COc1ccc(N2CCSC2C(=O)NN)cc1 (centres undefined),-8,-12,1,0.5,6,-21,3,0,-2
C=CCN1C(=O)/C(=C2/Sc3ccc(OC)cc3N2C)SC1=NCc1ccccc1,-45,3,-46,-0.8,-21,-8,37,51*,-6
O=C(Nc1ccc(N2CCOCC2)c(Cl)c1)c1ccc2c(c1)OCCO2,23,2,-3,18,-32,-3,x,x,7
CC1CCN(C(=O)CSc2nnc(CSc3ncccn3)n2C)CC1,-2,-11,-25,0.9,-8,-15,-4,-2,-1
CCC(COC(=O)Nc1ccccc1)NC(=O)OC(C)C (centres undefined),15,-6,-13,0.9,-8,-2,-4,0,-2
O=C(CC12CC3CC(CC(C3)C1)C2)NC(=S)NCc1ccccc1,2,1[fluorescence artefact?],-6,2.9,-11,-5,2,1,5
CC(C)S(=O)(=O)c1csc(C(=O)Nc2ccc(F)cc2)c1N,19,-9,-6,7.6,-21,4,0,1,-32

# The list continues.
SMILES,Hck-Nef inh,14-3-3 Bad inh,EBV gp42 block,zVAD death inh,Mdm2 ligase inh,NCF1 inh,Runt-SMMHC FRET,Runt-CBFb FRET,Tb hexokinase
Cc1ccc(NC(=O)CSc2n[nH]c(-c3ccncc3)n2)cc1C,-1,2,-14,1.4,-1,-5,0,3,-2
CSc1ccccc1-c1nnc(-c2ccccc2)o1,0,x,-16,0.1,-17,0,-6,2,3
O=S(=O)(NC1CCCCC1)c1ccc(Cl)nc1,5,3,0,0.0,-10,0,0,-1,3
O=C(NCCN1C(=O)S/C(=C\c2ccc(OC(F)F)cc2)C1=O)[C@@H]1CCCN1C(=O)c1cccs1,1,-8,0,0.7,-8,3,-1,-6,-25
CCOC(=O)Cn1nnnc1C(CC)N(Cc1cccs1)Cc1cc2ccc(OC)cc2[nH]c1=O (centres undefined),0,-13[fluorescence artefact?],-3,-0.3,-15,-2,0,-2,-4

# Part of the list above, with each value named:
> Cc1ccc(-n2ncc3c(N4CCN(c5ccc(F)cc5)CC4)ncnc32)c(C)c1
  Hck-Nef inh = 1
  14-3-3 Bad inh = 2
  EBV gp42 block = -1
  zVAD death inh = 0.5
  Mdm2 ligase inh = -5
  NCF1 inh = 4
  Runt-SMMHC FRET = 1
  Runt-CBFb FRET = 0
  Tb hexokinase = 2

> CCN(CC)C(=O)Oc1ccc(NC(C)=O)cc1
  Hck-Nef inh = 0
  14-3-3 Bad inh = 9
  EBV gp42 block = -1
  zVAD death inh = 0.2
  Mdm2 ligase inh = -14
  NCF1 inh = -7
  Runt-SMMHC FRET = 4
  Runt-CBFb FRET = 0
  Tb hexokinase = 1

# Assay outcomes deposited in PubChem by several laboratories.

# An unsorted share of the library (roughly 3.2% active in at least one column).
